Bioassay records deposited in PubChem by National Center for Advancing Translational Sciences (NCATS).
Menin-MLL TR inh = displaces Texas Red mutant MLL peptide from human menin; O00255; Potency, µM (series often up to 61.6 µM), for inactives: at the top dose FP activity change, negative = inhibition, hits mostly inhibitors; 0.23% of 270,000 active; Menin + Texas Red MLL mutant peptide, fluorescence polarization; active means well fitted inhibition curve with a large enough effect in the polarisation, with a control signal flat, not every such curve was filed as active; inconclusive means small, poorly fitted or top-dose-only effect, or effect the other way, or a change in a side signal; inactive means no such curve, though single readings can be large or run the other way; the % refers to the polarisation; further: % of control where 0% means no effect; many of its hits are not listed in these tables
Target sequence (O00255 whole entry, looked up): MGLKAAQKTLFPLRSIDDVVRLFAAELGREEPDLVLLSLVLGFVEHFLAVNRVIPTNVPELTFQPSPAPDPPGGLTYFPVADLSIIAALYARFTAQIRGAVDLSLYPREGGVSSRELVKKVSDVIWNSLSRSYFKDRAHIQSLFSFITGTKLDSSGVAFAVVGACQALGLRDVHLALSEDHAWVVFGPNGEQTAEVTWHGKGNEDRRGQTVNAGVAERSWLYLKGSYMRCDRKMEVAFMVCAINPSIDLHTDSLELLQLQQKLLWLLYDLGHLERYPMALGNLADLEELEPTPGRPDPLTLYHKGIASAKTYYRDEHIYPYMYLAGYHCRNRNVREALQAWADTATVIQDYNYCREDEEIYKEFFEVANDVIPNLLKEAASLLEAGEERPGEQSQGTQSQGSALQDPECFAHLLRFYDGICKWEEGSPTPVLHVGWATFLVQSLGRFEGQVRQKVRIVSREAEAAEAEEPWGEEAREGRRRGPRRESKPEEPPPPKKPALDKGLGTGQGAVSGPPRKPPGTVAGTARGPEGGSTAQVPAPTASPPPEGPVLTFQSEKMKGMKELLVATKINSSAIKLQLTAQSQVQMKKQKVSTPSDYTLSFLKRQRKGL
The depositor's hits bear a star; ? = inconclusive; & = joins results of further samples; [ ] = dose if it differs, or a comment. Potency means the concentration at half of the fitted maximal effect. A portion of the library (hit frequency here may not be typical).

Menin-MLL TR inh	molecule
14%	COc1ccc(-c2nnc3n2N=C(c2ccccc2OC)CS3)cc1
32µM*	COCCNc1ncnc2ccc(-c3cccnc3)cc12
1%	CC[C@H](C)[C@H](NC(=O)[C@H](CC(N)=O)NC(=O)[C@H](CCCCN)NC(=O)[C@H](Cc1ccccc1)NC(=O)[C@H](Cc1ccccc1)NC(=O)[C@H](Cc1cnc[nH]1)NC(=O)[C@@H](N)C(C)C)C(=O)N[C@H](C(=O)N[C@H](C(=O)N1CCC[C@H]1C(=O)N[C@@H](CCCN=C(N)N)C(=O)N[C@H](C(=O)N1CCC[C@H]1C(=O)O)[C@@H](C)O)[C@@H](C)O)C(C)C
-13%[24.8 µM]	C[C@H](O)[C@@H]1C(=O)N2C(C(=O)O)=C(SCCN=CN)C[C@@H]12
?	CC1(C)C(=O)NC2=C1C(=O)C(=O)c1ccccc12
3%[11.7 µM]	COc1ccc(COC(=O)N/N=C2/C[C@@H](O)[C@@H](O)[C@@H]3[C@@H]4C(=O)N(Cc5ccccc5)C(=O)[C@H]4CC[C@H]23)cc1
5%	O=C(/C=C/c1ccc(/C=C/C(=O)Nc2ccc(C3=NCCN3)cc2)cc1)Nc1ccc(C2=NCCN2)cc1
-12%	Cn1c(=O)c(-c2cc(F)cc(F)c2)nc2cncnc21
-4%	CC(=O)O[C@@H]1C(CO[Si](C)(C)C(C)(C)C)=C(Br)C(=O)[C@@H]2O[C@]12C
-8%	COc1cc2c(cc1OC)C(=O)OC2
1%	CCCCCCCCC1OC1CCCCCCCC(=O)O (stereo not given)
-7%[11.7 µM]	C/C=C\C1=C(CO)C(=O)[C@@H]2OC2C1=O (stereo not given in full)
-7%	FC(F)(F)c1ccccc1-c1cc(N2CCNCC2)ncn1
-7%	Cc1noc(C)c1-c1cncnc1N1CCN(C)CC1
-9%	FC(F)(F)c1ccccc1-c1ccc2ncnc(NCCN3CCOCC3)c2c1
?	Cn1cccc1C(=O)N1CCC2(CCCN(c3ccccc3)C2)CC1
-21%	CCC(C)C(NC(=O)OC(C)(C)C)C(=O)NC1COC2CC(n3cc(C)c(=O)[nH]c3=O)OC12 (stereo not given)
13%[11.7 µM]	COc1cccc([C@H](O)Cn2cc(-c3cccc(CON=C(C)C)c3)nn2)c1
-10%	COC(=O)N[C@@H](c1cccc(F)c1)C(C(C)=O)C(=O)OC (stereo not given in full)
4%[11.7 µM]	COC(=O)C(C(C)=O)C(=O)C(Cc1ccccc1)NC(=O)OCc1ccccc1 (stereo not given)
-6%	Cc1noc(C)c1C(=O)N1CCC[C@@]2(CCN(c3ncccn3)C2)C1
5%	COc1cccc(Cn2c(=O)c(-c3cc(F)cc(F)c3)nc3cnc(N4CCOCC4)nc32)c1
?	Cc1cc(O)c2c(c1O)C(=O)C(O)=C(O)C2=O
3%	NCCC[C@@H](CC(=O)N[C@@H]1CCNC[C@H]1C(=O)N[C@H](CC(=O)N[C@@H](CCC(=O)O)CC(=O)O)Cc1ccccc1)NC(=O)C[C@H](CO)NC(=O)[C@@H]1CCCC[C@H]1N
9%	Cc1onc(-c2c(F)cccc2Cl)c1C(=O)N[C@@H]1C(=O)N2[C@H]1SC(C)(C)[C@H]2C(=O)O
6%	NC1C(O)OC(CO)[C@@H](O)[C@@H]1O[C@H]1O[C@@H](C(=O)O)C(O)C(O)C1O (stereo not given in full)
-8%	COCCNc1nc(-c2cccc(OC)c2)nc2ccccc12
-4%	NS(=O)(=O)c1ccc(NC(=O)CCC(=O)O)cc1
2%	CC(C)n1cnc2c(NCc3ccccc3)nc(NCCCO)nc21
5%[24.8 µM]	CCCCOc1cc(C[C@@H]2CNC(=O)N2)ccc1OC
-13%	O=S(=O)(O)c1cc(I)c(O)c2ncccc12
-3%	O=c1c(-c2cc(F)cc(F)c2)nc2cncnc2n1Cc1ccccc1
?	CN1C(=O)N(C)C2=NNC=NC2(O)C1=O (stereo not given)
-1%&-8%	CN(C)/N=N/c1nc[nH]c1C(N)=O
?	COC1C(O)C(CO)OC1n1cnc2c(NC3CCCCC3)ncnc21 (stereo not given)
-29%	COC(=O)C1=C(C)N(Cc2ccccc2)C(=O)N[C@@H]1c1ccccc1

Ordered by formula weight (ascending): four of the compounds above
Menin-MLL TR inh	molecule
-7%	Cc1noc(C)c1-c1cncnc1N1CCN(C)CC1
?	Cn1cccc1C(=O)N1CCC2(CCCN(c3ccccc3)C2)CC1
9%	Cc1onc(-c2c(F)cccc2Cl)c1C(=O)N[C@@H]1C(=O)N2[C@H]1SC(C)(C)[C@H]2C(=O)O
3%[11.7 µM]	COc1ccc(COC(=O)N/N=C2/C[C@@H](O)[C@@H](O)[C@@H]3[C@@H]4C(=O)N(Cc5ccccc5)C(=O)[C@H]4CC[C@H]23)cc1

New compounds follow:
Menin-MLL TR inh	molecule
0%	COc1ccccc1CNc1ncnc2ccc(-c3ccccc3CN(C)C)cc12
-1%	COc1ccc(C(=O)N2CCC3(CC2)CN(c2ccccn2)C3)cc1
?	Cc1c(C)c2c(c(C)c1O)CCC(C)(COc1ccc(Cc3sc(=O)[nH]c3O)cc1)O2 (stereo not given)
65%[activator]	COc1ccc2[nH]cc(CCNc3ncnc4ccc(-c5ccc6c(c5)OCO6)cc34)c2c1
0%	COc1ccc(-n2c(=O)c(-c3cccs3)nc3cnc(N4CCN(C)CC4)nc32)cc1
12%[24.8 µM]	COC(=O)C[C@](O)(CCCC(C)(C)O)C(=O)O[C@@H]1C(OC)=C[C@]23CCCN2CCc2cc4c(cc2[C@H]13)OCO4
-4%	c1ccc(-c2nc(-c3ccccc3)c(Nc3ccc4ccccc4c3)o2)cc1
22%	CC(C)(C)c1ccc2c(S(=O)(=O)O)c(C(C)(C)C)ccc2c1
-19%	COCCn1c(=O)c(-c2ccc(Cl)cc2)nc2cnc(Oc3ccc(OC)cc3)nc21
3%	COCC(=O)N1CCC2(CC1)CCN(C(c1ccccc1)c1ccccc1)CC2
-2%[11.7 µM]	COc1ccc(OC2C=CC(c3ccccc3)OC2CO)c(C(C)=O)c1 (stereo not given)
4%	COCCn1c(=O)c(-c2cccs2)nc2cnc(Oc3ccc(OC)cc3)nc21

Looked up by compound from the list above (two):
Menin-MLL TR inh	molecule
-13%	O=S(=O)(O)c1cc(I)c(O)c2ncccc12
12%[24.8 µM]	COC(=O)C[C@](O)(CCCC(C)(C)O)C(=O)O[C@@H]1C(OC)=C[C@]23CCCN2CCc2cc4c(cc2[C@H]13)OCO4

Individual results from above.
Value for COc1ccc2[nH]cc(CCNc3ncnc4ccc(-c5ccc6c(c5)OCO6)cc34)c2c1 under Menin-MLL TR inh: 65%[activator]
Value for CC(C)(C)c1ccc2c(S(=O)(=O)O)c(C(C)(C)C)ccc2c1 under Menin-MLL TR inh: 22%
Value for c1ccc(-c2nc(-c3ccccc3)c(Nc3ccc4ccccc4c3)o2)cc1 under Menin-MLL TR inh: -4%

Following part.
Menin-MLL TR inh	molecule
-22%	CCC(C)c1cc([N+](=O)[O-])cc([N+](=O)[O-])c1OC(=O)OC(C)C (stereo not given)
-2%	Nc1ccc(/C=C/c2ccc(N)cc2S(=O)(=O)O)c(S(=O)(=O)O)c1
3%	CCCCCCCC1=CC2=C(Cl)C(=O)C(C)(OC(C)=O)C(=O)C2=CO1 (stereo not given)
7%	COCCn1c(=O)cnc2cnc(OC)nc21
-19%	Cc1cccc(CNc2ncncc2-c2ccccc2CN(C)C)c1
20%	O=C(O)c1c(C(=O)O)c2ccccc2[nH]c1=O
7%	CN(C)c1ncnc2ccc(-c3ccoc3)cc12
22%	COc1cccc(Cn2c(=O)c(CCc3ccccc3)nc3cnc(N4CCNCC4)nc32)c1
-8%	COc1ccccc1CNc1ncncc1-c1ccoc1
-8%	CCC(C)C(NC(=O)OC(C)(C)C)C(=O)NC1COC2CC(n3ccc(=O)[nH]c3=O)OC12 (stereo not given)
-1%	C[C@H]1O[C@@H](n2cnc3c(N)ncnc32)C[C@@H]1OP(=O)(O)OP(=O)(O)OP(=O)(O)O
1%	CC(=O)Nc1ccn(C2OC(C(COC(C)=O)NC(=O)C(C)NC(=O)OC(C)(C)C)C(OC(C)=O)C2OC(C)=O)c(=O)n1 (stereo not given)

Part of the list above in a different format:
Compound: Cc1cccc(CNc2ncncc2-c2ccccc2CN(C)C)c1
- Menin-MLL TR inh: -19%
Compound: O=C(O)c1c(C(=O)O)c2ccccc2[nH]c1=O
- Menin-MLL TR inh: 20%

Further records follow.
Menin-MLL TR inh	molecule
-6%	CN1CC[C@@]2(CCCN(S(=O)(=O)c3ccccc3)C2)C1
-5%	CC(=O)O[C@]1(C(C)=O)CCC2C3CCC4=CC(=O)CCC4(C)C3(F)C(O)CC21C (stereo not given in full)
-1%	CC(C)[C@@H](CC(=O)N[C@@H]1CCCC[C@H]1C(=O)N[C@H](CC(=O)N[C@@H](CCC(=O)O)CC(=O)O)Cc1c[nH]c2ccccc12)NC(=O)C[C@H](Cc1ccccc1)NC(=O)[C@@H]1CCCC[C@H]1N
-2%	CC(C)(C)Nc1oc(-c2ccccc2)nc1-c1cccc2ccccc12
-9%	COC(=O)N1CCC2(CC1)CN(C(=O)Nc1ccc(OC)cc1)C2
23%	O=C(Nc1cccc(F)c1)N1CC[C@@]2(CCCNC2)C1
-6%	Oc1cc2cc(CCN3CCN(c4nsc5ccccc45)CC3)c(Cl)cc2[nH]1
14%	CC(=O)OC1CCC2(C)C(=CC=C3C2CCC2(C)C3CCC2C(C)/C=C/C(C)C(C)C)C1(C)C (stereo not given)
-5%[11.7 µM]	C[C@]12CC[C@H]3c4ccc(OC[C@H]5CO5)cc4CC[C@H]3[C@H]1CC[C@@H]2O
-3%	COc1ccc([C@@H]2[C@@H](O)[C@H](O)[C@@H](C)N2C)cc1OC
11%	COc1cc2c(cc1OC)-c1cc3cc(OC)c(OC)cc3c(=O)n1CC2
3%	CN(Cc1ccco1)c1ncnc2ccc(-c3ccccc3C#N)cc12
-19%	O=C(c1cccc(F)c1)N1CCC2(CC1)CCN(c1ccccn1)CC2
20%	COC(=O)C1=C[C@@H](C(=O)OC)C2C3=C(C(=O)[C@]2(C)NC(=O)c2ccccc2)[C@H](C)n2c(=O)n(-c4ccccc4)c(=O)n2[C@@H]3C1 (stereo not given in full)
17%	C=C1CCN(C(Cc2ccccc2)C(=O)Nc2ccc(OC)cc2)S(=O)(=O)c2ccccc21 (stereo not given)
7%[11.7 µM]	COc1ccc(OC)c(C2OCCC=CC2C)c1 (stereo not given)
-4%	Cc1ccc(O)cc1
-4%	CC(=O)OC[C@H]1O[C@@](COC(C)=O)(O[C@H]2O[C@H](COC(C)=O)[C@@H](OC(C)=O)[C@H](OC(C)=O)[C@H]2OC(C)=O)[C@@H](OC(C)=O)[C@@H]1OC(C)=O
-28%	N#Cc1ccc(CN2CCC3(CCNCC3)CC2)cc1
?	CC1(COc2ccc(C[C@H]3SC(=O)NC3=O)cc2)CCCCC1
-4%	C[C@@H]1CC[C@]2(C(=O)O)CC[C@]3(C)C(=CCC4[C@@]5(C)C[C@@H](O)[C@H](O)[C@@](C)(CO)C5[C@H](O)C[C@]43C)C2[C@H]1C (stereo not given in full)
-5%	CS(=O)(=O)N1CCC2(CCN(Cc3ccncc3)CC2)CC1
-1%	Cc1ccccc1-c1cncnc1Nc1ccccc1
-7%	COc1ccc(CNc2ccnc(-c3cccnc3)n2)c(OC)c1
2%	CCCC(=O)OC1(C(=O)CO)CCC2C3CCC4=CC(=O)CCC4(C)C3C(O)CC21C (stereo not given)
9%	Cn1c(=O)c(-c2ccc(Cl)cc2)nc2cnc(N3CCOCC3)nc21
32%[activator]	COc1ccc(C2c3[nH]c4ccccc4c3CC3C(=O)N(CCc4ccc(OC)c(OC)c4)CC(=O)N32)cc1 (stereo not given)
2%	CN(C)c1ncc2nc(-c3cc(F)cc(F)c3)c(=O)n(C3CC3)c2n1
2%	CN1CCc2cc(O)c(O)cc2C1Cc1ccc(O)c(O)c1 (stereo not given)
-2%	O=C(c1ccco1)N1CCC2(CC1)CCN(c1ccccn1)CC2
24%[24.8 µM]	COc1ccc2[nH]c(-c3ccccc3)c(CCNC(C)=O)c2c1
5%	Cc1cnc(CNc2ncncc2-c2ccccc2C)cn1
1%	NOCc1ccccc1
25%	c1ccc2c(Nc3ccncc3)nc(-c3ccoc3)nc2c1
-12%	CCCCCCCC/C=C\C/C=C\C=C\C(O)CCCC(=O)O (stereo not given)
-15%	CC(=O)N1CCC2(CC1)CCN(c1cccc(-c3ccccc3)c1)CC2
-22%	COC(=O)c1c(-c2cc(OC)c(OC)c(OC)c2)c2ccnc(OCc3ncccn3)c2c(=O)n1Cc1ccnc(C)c1
2%	Nc1nc2c(nc(Sc3ccc(Cl)cc3)n2C2OC(CO)C(O)C2O)c(=O)[nH]1 (stereo not given)
-9%	CC(=O)N1CCC[C@@]2(CCN(C(=O)Nc3ccccc3)C2)C1
-18%	COc1cccc2c3c(c(C)nc12)CC(CO)O3 (stereo not given)
-6%[11.7 µM]	O=C1CCC[C@@H](C(C(=O)OCc2ccccc2)C(=O)OCc2ccccc2)C1
4%	O=C(O)Cc1c(Cl)ccc(Cl)c1Cl
-16%[11.7 µM]	CO[C@@H]1COC(=O)[C@H]2CCCN2C(=O)[C@@H](C)COC(=O)CCC[C@H]1C
-11%	COC(=O)/C=C/c1ccc(C(=O)NCC(=O)N[C@@H](CCC(=O)OC)C(=O)N[C@@H](CC(C)C)C(N)=O)cc1
2%[24.8 µM]	c1ncc(CC2CCNCC2)[nH]1
-17%	CN(C)c1ccc(-c2cncnc2NCCc2cnc[nH]2)cc1
